# MEP2-GFP yeast: modulators of MEP2-GFP levels in yeast, primary screen, S. cerevisiae, multiplex flow cytometry, MLPCN library; S. cerevisiae MEP2-GFP strain, 3 h; 100% = DMSO control level; GFP response vs DMSO, % at 10 µM; hit rate 0.51% among 330,000; AID 2016, 2009;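 active means GFP response versus DMSO above a set limit, roughly screen mean plus 3 SD, cut at about 180% in these data; inconclusive means fewer than 70 cells counted for a yeast strain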;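 further: median GFP fluorescence of the barcode-gated MEP2-GFP cells per well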
# JMJD2C inh: inhibitors of GASC-1 histone demethylase, primary screen, biochemical, fluorescence, DELFIA europium | GST-JMJD2C(1-420) H3K9me3 demethylation | Lysine-specific demethylase 4C (Homo sapiens), Q9H3R0 | inhibition, % at 2.35 µM | hit rate 0.069% among 330,000 | AID 2099, 2009;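 active means more than half of a compound's replicate wells show inhibition beyond 50%, single wells judged on their own value; inconclusive means some, but no more than half, of replicates pass 50% inhibition; inactive means no replicate passes 50% inhibition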;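 further: signal counts dimethyl H3K9 product captured on neutravidin plate; 0% = median of DMSO wells and 100% = 0.3 times that DMSO median; strong numbers were not always called active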
# GRK2 aptamer HTS: compounds blocking aptamer binding on GRK2 – biochemical, human GRK2, bead flow cytometry, HTS, primary screen; Beta-adrenergic receptor kinase 1 (Homo sapiens), P25098; FAM-aptamer displacement from GRK2; inhibition of aptamer binding, % at 10 µM; hit rate 0.59% among 330,000;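 active means inhibition of aptamer binding above 40%, roughly 3 SD of noise, on plates passing a quality check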;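 further: median bead fluorescence of bound FAM aptamer so fluorescent compounds give negative values; no value below 0 was filed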
# Target sequence (P25098 whole entry, looked up): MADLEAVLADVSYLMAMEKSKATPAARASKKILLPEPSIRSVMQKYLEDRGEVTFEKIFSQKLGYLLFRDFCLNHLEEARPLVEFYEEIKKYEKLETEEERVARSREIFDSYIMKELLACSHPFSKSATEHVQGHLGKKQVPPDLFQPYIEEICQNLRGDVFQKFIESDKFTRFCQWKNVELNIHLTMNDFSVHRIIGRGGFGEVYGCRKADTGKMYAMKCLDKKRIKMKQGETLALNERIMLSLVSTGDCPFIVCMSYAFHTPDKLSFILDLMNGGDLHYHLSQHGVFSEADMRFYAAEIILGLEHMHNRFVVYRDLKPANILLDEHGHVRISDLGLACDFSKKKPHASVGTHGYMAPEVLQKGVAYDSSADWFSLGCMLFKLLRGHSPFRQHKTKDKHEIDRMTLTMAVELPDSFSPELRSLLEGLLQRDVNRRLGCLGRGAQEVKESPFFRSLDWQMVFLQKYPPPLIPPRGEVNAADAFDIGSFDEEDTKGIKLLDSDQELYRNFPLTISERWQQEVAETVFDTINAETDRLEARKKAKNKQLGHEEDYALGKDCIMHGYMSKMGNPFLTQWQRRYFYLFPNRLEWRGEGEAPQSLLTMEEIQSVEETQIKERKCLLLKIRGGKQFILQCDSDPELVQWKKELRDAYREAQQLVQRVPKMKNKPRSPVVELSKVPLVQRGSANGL
# AGP1-GFP MLPCN: modulators of AGP1-GFP expression in yeast TOR pathway, primary screen, cell-based, multiplex flow cytometry, S. cerevisiae, MLPCN library; GFP response vs DMSO, % at 10 µM; 3 h; GFP as percent of DMSO wells; hit rate 0.02% among 320,000;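 active means GFP response relative to DMSO above a set limit, near screen average plus 3 SD, cut at about 150% in these data; inconclusive means fewer than 70 cells counted for the yeast strain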;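 further: median GFP channel fluorescence of the gated AGP1 strain per well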
# RPL19A-GFP yeast: RPL19A-GFP expression modulators in yeast, primary screen, cell-based, S. cerevisiae, multiplex flow cytometry, MLPCN; S. cerevisiae RPL19A-GFP strain, 3 h; hits give low values; percent response vs DMSO, % at 10 µM; hit rate 0.3% among 330,000;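 active means percent response vs DMSO below 50%; inconclusive means fewer than 70 events counted for the yeast strain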;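 further: median channel GFP fluorescence of the barcoded RPL19A-GFP strain; ratio of sample median GFP to plate DMSO average so 100% = DMSO; lower means less RPL19A-GFP as with rapamycin TOR inhibition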
# VLA-4 inh: inhibition in human VLA-4 binding assay, primary screen, VLA-4 allosteric modulator project, MLPCN library, flow cytometry, VLA-4 expressing cells. Integrin alpha-4 (Homo sapiens), P13612. ligand binding flow cytometry. hit rate 0.2% among 330,000. inhibition, % (about 7 µM as worked out from the volumes in the protocol); in the data active means inhibition above about 50%
# LAP4 TOR yeast: modulators of LAP4-GFP expression in yeast, primary screen, S. cerevisiae, multiplex flow cytometry, MLPCN library | GFP response vs DMSO, % at 10 µM | 3 h; median GFP as percent of DMSO wells | hit rate 0.34% among 320,000 | AID 2023, 2009;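 active means GFP response vs DMSO above a set limit, about the screen mean plus 3 SD, cut at about 150% in these data; inconclusive means under 70 cell events counted for the yeast strain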
# CIT2 TOR yeast: modulators of CIT2-GFP expression in yeast, primary screen, S. cerevisiae, GFP fusion, multiplex flow cytometry, MLPCN library | GFP response vs DMSO, % at 10 µM | S. cerevisiae CIT2-GFP strain, 3 h; 100 means same as DMSO wells | hit rate 0.065% among 320,000;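 active means GFP response relative to DMSO above a set limit, near the screen mean plus 3 SD, cut at about 150% in these data; inconclusive means Fewer than 70 cells measured for a yeast strain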;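 further: ratio of well median GFP fluorescence to mean of DMSO wells on the plate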
# Numbers without * were called inactive; ? = inconclusive; . = no result given; [ ] = another dose, or the depositor's remark.
# Screens by letter: A = MEP2-GFP yeast; B = JMJD2C inh; C = GRK2 aptamer HTS; D = AGP1-GFP MLPCN; E = RPL19A-GFP yeast; F = VLA-4 inh; G = LAP4 TOR yeast; H = CIT2 TOR yeast
Structure: COc1ccc(OC)c(S(=O)(=O)N(C)CC(=O)N2CCN(c3ccccc3)CC2)c1
  A: 97 | B: 13 | C: 3 | D: 94 | E: 96 | F: 21 | G: 98 | H: 92
Structure: COc1cc2c(cc1NC(=O)c1ccccc1F)CCCC2
  A: 103 | B: 9 | C: 0 | D: 92 | E: 95 | F: -12 | G: 99 | H: 90
Structure: Cn1c(N)c(C(=O)CSc2nc(N)cc(N)n2)c(=O)n(C)c1=O
  A: 110[may fluoresce red] | B: 5 | C: 1 | D: 96[may fluoresce red] | E: ? | F: -16 | G: 128[may fluoresce red] | H: 97[may fluoresce red]
Structure: C/C(=N\NC(N)=O)c1ccc(-n2ccnc2)cc1
  A: 95 | B: -4 | C: 0 | D: 98 | E: 98 | F: -12 | G: 95 | H: 95
Structure: CC(=O)Oc1ccccc1C(=O)Oc1ccccc1C(=O)O
  A: 105 | B: . | C: 0 | D: 94 | E: 104 | F: 41 | G: 112 | H: 86
Structure: CCNC(=S)N1CCN(Cc2ccc3c(c2)OCO3)CC1
  A: 90 | B: 7 | C: 0 | D: 92 | E: 92 | F: -7 | G: 88 | H: 97
Structure: O=C(CSc1nnc(-c2cccnc2)n1Cc1ccco1)Nc1nc(-c2ccc(F)cc2)cs1
  A: 100 | B: -3 | C: 0 | D: 99 | E: 96 | F: 10 | G: 98 | H: 102
Structure: COc1ccccc1NS(=O)(=O)c1ccc2c(c1)n(C)c(=O)n2C
  A: 99 | B: 3 | C: 4 | D: 101 | E: 99 | F: -7 | G: 94 | H: 106
Structure: Clc1cccc(Cc2nn[nH]n2)c1
  A: 97 | B: -11 | C: 0 | D: 102 | E: 97 | F: -4 | G: 97 | H: 112
Structure: O=C(NCc1ccccc1)C1CCCN1S(=O)(=O)c1ccc(F)cc1 (stereo not drawn)
  A: 106 | B: -12 | C: 2 | D: 101 | E: 105 | F: 3 | G: 95 | H: 107
Structure: CCOc1ccc(NS(=O)(=O)c2ccc(C(=O)NCc3ccncc3)cc2)cc1
  A: 100 | B: -5 | C: 3 | D: 114 | E: 102 | F: 10 | G: 109 | H: 105
Structure: Cc1oc2ccc(OCc3ccc(F)cc3)cc2c1C(=O)O
  A: 120 | B: -2 | C: 0 | D: 101 | E: 103 | F: -6 | G: 103 | H: 95
Structure: CCC(NC(=O)c1ccc([N+](=O)[O-])cc1[N+](=O)[O-])c1ccccc1 (stereo not drawn)
  A: 87 | B: 9 | C: 0 | D: 96 | E: 94 | F: -6 | G: 96 | H: 84
Structure: O=C(CCc1nc2ccccc2c(=O)[nH]1)NCCN1C(=O)S/C(=C\c2ccc(Cl)cc2Cl)C1=O
  A: 99 | B: -2 | C: 4 | D: 97 | E: 97 | F: 5 | G: 102 | H: 87
Structure: COc1ccc(-c2oc3ccc(N4CCOCC4)cc3c2C#CC2(O)CCCCC2)cc1
  A: 94 | B: 14 | C: 3 | D: 86 | E: 95 | F: -2 | G: 110 | H: 85
Structure: Cc1ccc(S(=O)(=O)N2CCN=C2SC(C)c2ccccc2)cc1 (stereo not drawn)
  A: 105 | B: -1 | C: 2 | D: 103 | E: 102 | F: 20 | G: 117 | H: 86
Structure: Cc1cc(C(=O)O)ccc1-c1ccc(/C=N/n2cnnc2)o1
  A: 108 | B: 6 | C: 5 | D: 98 | E: 107 | F: 1 | G: 96 | H: 98
Structure: CC1CCN(S(=O)(=O)c2ccc(NC(=O)Cn3nnc(-c4ccccc4F)n3)cc2)CC1
  A: 98 | B: 4 | C: 0 | D: 97 | E: 96 | F: -19 | G: 95 | H: 98
Structure: Cc1cc(Nc2cccc(F)c2)nc(NCc2ccccc2)n1
  A: 100 | B: 11 | C: 1 | D: 92 | E: 108 | F: 1 | G: 83 | H: 90
Structure: C=CCOc1ccc(/C=C2\N=C(C)OC2=O)cc1OC
  A: 93 | B: -4 | C: 3 | D: 89 | E: 105 | F: 14 | G: 182* | H: 90
Structure: Cc1nnc(N2C(=O)c3ccc(Br)cc3C2=O)s1
  A: 88 | B: -9 | C: 2 | D: 83 | E: 95 | F: 22 | G: 69 | H: 94
Structure: COC(=O)[C@@H](NCc1cccc(CN([C@H](C(=O)OC)C(C)C)S(C)(=O)=O)c1)C(C)C
  A: 86 | B: 4 | C: 0 | D: 87 | E: 101 | F: 4 | G: 106 | H: 99
Structure: CCCCC1NC(=S)N(C2CCCCC2)C1=O (stereo not drawn)
  A: 103 | B: 3 | C: 0 | D: 102 | E: 110 | F: -14 | G: 100 | H: 103
Structure: CCOC(=O)Cc1c[nH]c2ccccc12
  A: 106 | B: 6 | C: 0 | D: 107 | E: 104 | F: -2 | G: 107 | H: 114
Structure: Cn1c(C(=O)Nc2ccc3c(c2)OCCO3)cc2sccc21
  A: 114 | B: 15 | C: . | D: 100 | E: 104 | F: 9 | G: 130 | H: 85

# Screens by letter: A = MEP2-GFP yeast; B = JMJD2C inh; C = GRK2 aptamer HTS; D = AGP1-GFP MLPCN; E = RPL19A-GFP yeast; F = VLA-4 inh; G = LAP4 TOR yeast; H = CIT2 TOR yeast
Structure: CCOc1ccc(NC(=O)c2sccc2-n2cccc2)cc1
  A: 107 | B: -8 | C: 0 | D: 93 | E: 100 | F: 9 | G: 95 | H: 92
Structure: FC(F)(F)c1nnc(Nc2ccc(Cl)cc2)s1
  A: 85 | B: 7 | C: 0 | D: 101 | E: 95 | F: 3 | G: 107 | H: 87
Structure: Cc1cccc(NC(=O)CSc2nnc(NC(=O)CN3CCCCC3)s2)c1
  A: 89 | B: -3 | C: 0 | D: 103 | E: 93 | F: 0 | G: 113 | H: 87
Structure: CN(C)/C=C(\C=O)c1ccc(Cl)cc1Cl
  A: 104 | B: -5 | C: 0 | D: 96 | E: 98 | F: -10 | G: 97 | H: 100
Structure: O=C(NCCN1CCN(c2ccccc2)CC1)C1CCCN(S(=O)(=O)c2cnc[nH]2)C1 (stereo not drawn)
  A: 100 | B: 6 | C: 0 | D: 109 | E: 105 | F: 17 | G: 98 | H: 108
Structure: CC1CCN(c2nc(-c3ccccc3O)nc3ccccc23)CC1
  A: 102 | B: 12 | C: 1 | D: 92 | E: 93 | F: -8 | G: 96 | H: 88
Structure: COc1ccc(OC)c(/C=C/C(=O)OCC(=O)Nc2cccc(Oc3ccccc3)c2)c1
  A: 97 | B: 5 | C: 10 | D: 92 | E: 98 | F: 17 | G: 85 | H: 95

# Gathered by group: the compounds so far with four or more nitrogen atoms.
# Screens by letter: A = MEP2-GFP yeast; B = JMJD2C inh; C = GRK2 aptamer HTS; D = AGP1-GFP MLPCN; E = RPL19A-GFP yeast; F = VLA-4 inh; G = LAP4 TOR yeast; H = CIT2 TOR yeast
Structure: Cn1c(N)c(C(=O)CSc2nc(N)cc(N)n2)c(=O)n(C)c1=O
  A: 110[may fluoresce red] | B: 5 | C: 1 | D: 96[may fluoresce red] | E: ? | F: -16 | G: 128[may fluoresce red] | H: 97[may fluoresce red]
Structure: C/C(=N\NC(N)=O)c1ccc(-n2ccnc2)cc1
  A: 95 | B: -4 | C: 0 | D: 98 | E: 98 | F: -12 | G: 95 | H: 95
Structure: O=C(CSc1nnc(-c2cccnc2)n1Cc1ccco1)Nc1nc(-c2ccc(F)cc2)cs1
  A: 100 | B: -3 | C: 0 | D: 99 | E: 96 | F: 10 | G: 98 | H: 102
Structure: Clc1cccc(Cc2nn[nH]n2)c1
  A: 97 | B: -11 | C: 0 | D: 102 | E: 97 | F: -4 | G: 97 | H: 112
Structure: O=C(CCc1nc2ccccc2c(=O)[nH]1)NCCN1C(=O)S/C(=C\c2ccc(Cl)cc2Cl)C1=O
  A: 99 | B: -2 | C: 4 | D: 97 | E: 97 | F: 5 | G: 102 | H: 87
Structure: Cc1cc(C(=O)O)ccc1-c1ccc(/C=N/n2cnnc2)o1
  A: 108 | B: 6 | C: 5 | D: 98 | E: 107 | F: 1 | G: 96 | H: 98
Structure: CC1CCN(S(=O)(=O)c2ccc(NC(=O)Cn3nnc(-c4ccccc4F)n3)cc2)CC1
  A: 98 | B: 4 | C: 0 | D: 97 | E: 96 | F: -19 | G: 95 | H: 98
Structure: Cc1cc(Nc2cccc(F)c2)nc(NCc2ccccc2)n1
  A: 100 | B: 11 | C: 1 | D: 92 | E: 108 | F: 1 | G: 83 | H: 90
Structure: Cc1cccc(NC(=O)CSc2nnc(NC(=O)CN3CCCCC3)s2)c1
  A: 89 | B: -3 | C: 0 | D: 103 | E: 93 | F: 0 | G: 113 | H: 87
Structure: O=C(NCCN1CCN(c2ccccc2)CC1)C1CCCN(S(=O)(=O)c2cnc[nH]2)C1 (stereo not drawn)
  A: 100 | B: 6 | C: 0 | D: 109 | E: 105 | F: 17 | G: 98 | H: 108

# Assay outcomes (PubChem)
